E coli growth: counter-screen for AddAB inhibitors: E. coli growth inhibition; inhibition, % at 11.9 µM; 330,000 compounds, 0.27% hits; E. coli V3065 growth, OD600 absorbance, 18 h;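 active = inhibition above the campaign's mean inhibition across all tested compounds plus 3 SD, cut at about 9.9% in these data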;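 note: uninfected addAB+ strain grown without phage in ampicillin broth; 0% = DMSO wells and 100% = ciprofloxacin 0.95 µg/ml wells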
MITF TRPM1 HTS: increases MITF-driven TRPM1 promoter luciferase signal | activation, % at 12.5 µM | SK-MEL-5 TRPM1-promoter luciferase, 24 h; % of positive control, neutral wells = 0 | AID 588334 | 300,000 compounds, 0.75% hits;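 active = mean activation of at least 80% with every replicate also reaching 80%; inconclusive = mean reaches 80% but some replicate falls short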;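 note: 0% = neutral control wells and 100% = parthenolide positive control wells; values of inactives mirror those of a sister screen read the other way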
phage Ecoli inh: E. coli growth loss with phage present; 360,000 compounds, 0.26% hits; inhibition, % at 11.9 µM; AID 651602; growth absorbance; in the data active = inhibition above about 11%
CAL PDZ FP-1: blocks peptide binding to human CAL PDZ domain; purified CAL PDZ, TMR-peptide fluorescence polarization, 1 h; inhibition, % at 20 µM; 330,000 compounds, 0.02% hits; AID 504414;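 active = highest replicate inhibition of at least 40%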;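 note: plate controls were DMSO neutral control wells for no effect and unlabeled competitor peptide control wells for full effect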
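Read-out basis: mP drop reported as inhibition | Assay system: Tagged CAL PDZ protein CerCALP, purified | Benchmarks: Unlabelled peptide for full inhibition, DMSO wells as neutral | Schedule: 1 h incubation at room temperature before polarization reading | Buffer or medium: Sodium phosphate/NaCl buffer pH 7.4 with TCEP, IgG, Thesit | Doses: Single point, 20 µM | Measured by: Fluorescence polarization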
SR-BI HDL uptake: blocks mouse SR-BI lipid uptake from DiI-HDL | Q61009 | ldlA[mSR-BI] CHO cells, DiI-HDL uptake fluorescence, 3 h | inhibition, % at 12.5 µM | 320,000 compounds, 0.96% hits;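 active = mean replicate inhibition of at least 70% and a set share of replicates each scoring 70 or more; inconclusive = meets just one of the two criteria; inactive = fails both criteria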;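 note: 0% = median of neutral control wells and 100% = median of positive control wells; values of inactives mirror those of a sister screen read the other way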
Target sequence (Q61009 whole entry, looked up): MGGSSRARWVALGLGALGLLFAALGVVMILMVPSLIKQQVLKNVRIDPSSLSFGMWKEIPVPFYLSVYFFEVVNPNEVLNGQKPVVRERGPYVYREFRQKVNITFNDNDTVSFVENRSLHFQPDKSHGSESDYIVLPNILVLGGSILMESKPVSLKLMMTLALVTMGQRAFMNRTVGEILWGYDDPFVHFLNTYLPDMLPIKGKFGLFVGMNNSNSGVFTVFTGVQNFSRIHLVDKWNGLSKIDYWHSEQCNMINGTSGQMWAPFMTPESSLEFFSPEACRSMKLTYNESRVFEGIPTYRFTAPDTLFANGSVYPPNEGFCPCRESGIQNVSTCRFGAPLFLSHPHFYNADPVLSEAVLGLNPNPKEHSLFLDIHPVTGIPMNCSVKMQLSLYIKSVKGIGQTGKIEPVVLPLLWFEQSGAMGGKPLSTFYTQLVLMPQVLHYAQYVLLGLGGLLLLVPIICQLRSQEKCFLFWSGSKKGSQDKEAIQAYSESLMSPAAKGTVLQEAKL
AddAB inh: less growth of phage-infected E. coli with AddAB. E. coli expressing H. pylori AddAB, absorbance growth. inhibition, % at 11.9 µM. 330,000 compounds, 0.29% hits. AID 435030; in the data active = inhibition above about 12%;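 note: 0% = vehicle wells of infected cells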
CAL PDZ FP-2: CAL PDZ (human) peptide binding inhibition; Q9HD26; inhibition, % at 24.9 µM; purified CAL PDZ, TMR-peptide fluorescence polarization, 1 h; 300,000 compounds, 0.92% hits; AID 602252;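 active = mean inhibition of at least 30% with at least half of replicates also reaching 30%; inconclusive = no clear call, values can overlap the other calls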;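 note: 0% = DMSO neutral control and 100% = excess unlabeled competitor peptide PRC23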
Wnt bcat act: Wnt/beta-catenin pathway activation; Wnt/beta-catenin reporter cell assay, activator, plate reader; 300,000 compounds, 1.2% hits; AID 743398; activation, % at 9.35 µM; in the data active = activation above about 30%, passing the limit was not always enough; inconclusive = no clear call, values can overlap the other calls;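 note: 0% = neutral control wells and 100% = positive control wells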
Tat export inh: E. coli Tat transport inhibition; E. coli MC4100 TorA-mCherry Tat export, fluorescence; inhibition, % at 10 µM; 340,000 compounds, 0.036% hits;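 active = mean replicate inhibition at least 50% and at least half of replicates individually reaching 50%; inconclusive = only one of the two criteria met; inactive = neither criterion met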;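 note: exported cargo escapes ClpAP degradation while cytoplasmic cargo is degraded and loses fluorescence; 0% = median of neutral control wells and 100% = median of NaSCN control wells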
SR-BI uptake up: activators of SR-BI mediated HDL lipid uptake | AID 504775 | activation, % at 12.5 µM | CHO ldlA[mSR-BI] cells, DiI-HDL uptake fluorescence, 3 h; 100 = double the neutral-control signal | 320,000 compounds, 0.096% hits;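 active = mean replicate activation of at least 60% and every replicate at or above 60%; inconclusive = mean or all-replicate condition met, but not both; inactive = mean below 60% and not all replicates reaching 60%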;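 note: 0% = median plate neutral-control signal and 100% = twice that signal; values of inactives mirror those of a sister screen read the other way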
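Material: SR-BI-overexpressing, LDLR-lacking CHO cells | Dosing: Single compound concentration, delivered by pin transfer | Probe or stimulus: Labelled HDL, 10 µg/mL | Signal: Bottom-read cell fluorescence after medium removal, ex 550/em 595 nm | Schedule: 3 h, 37 °C | Evaluation: HDL uptake via cellular fluorescence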
The depositor's hits bear a star; u = inconclusive; x = no result given.

SMILES	E coli growth	MITF TRPM1 HTS	phage Ecoli inh	CAL PDZ FP-1	SR-BI HDL uptake	AddAB inh	CAL PDZ FP-2	Wnt bcat act	Tat export inh	SR-BI uptake up
COc1ccc(CC(=O)OC(C)C(=O)Nc2ccc(Cl)cn2)cc1 (stereo not drawn)	0.2	-6.7	2.0	-0.5	-10.1	-2.3	-1.6	-1.0	2.3	10.1
O=C(c1ccc(CN2CCc3ccccc3C2)cc1)N1CCN(c2ccccc2)CC1	1.2	-8.7	2.6	-0.2	-11.3	0.3	-0.8	x	-0.3	11.3
CCN(CCn1cccn1)C(=O)C1CCC(=O)N(CCN2CCOCC2)C1 (stereo not drawn)	1.6	-7.1	-0.2	-2.2	-23.0	5.4	-3.7	-0.3	-2.1	23.0
O=C(NCCN1CCN(S(=O)(=O)c2ccc([N+](=O)[O-])cc2)CC1)C(=O)Nc1ccccc1	-1.3	-2.0	1.8	0.4	-10.9	-1.6	2.8	-5.7	9.7	10.9
Cc1ccc(OCCC(=O)OCC(=O)NCCc2ccccc2)cc1	0.5	9.3	3.8	-0.4	-15.6	1.1	x	-0.8	1.3	15.6
Cc1ccc(S(=O)(=O)N(C)C)cc1NC(=O)CN1CCN(Cc2ccccc2)CC1	-0.7	-3.2	2.9	-1.8	-25.0	1.1	-5.7	-0.5	-3.4	25.0
Cc1ccc(S(=O)(=O)N(C)/C(=N/S(=O)(=O)c2ccccc2)c2ccccc2)cc1	-0.2	6.0	2.2	0.8	-9.6	1.1	x	-1.5	-0.5	9.6
CN(C)c1ccc(C=c2c3ccccc3n3c2cc(-c2ccccc2)[n+]3C)cc1	x	-95.0	10.9*	23.5	-58.0	x	-14.5	-5.4	x	58.0
CC1(c2ccccc2)NC(=O)N(CC(=O)NC(=O)NC2CCCC2)C1=O (stereo not drawn)	1.6	-5.3	3.3	0.5	-1.2	2.0	2.1	-2.8	0.8	1.2
Cc1cc(C)nc(NC(=O)C(c2ccccc2)c2ccccc2)n1	0.6	-5.6	0.9	-2.7	-10.3	-1.2	-1.3	-0.7	1.0	10.3
CCN(CC)S(=O)(=O)c1ccc(Cl)c(C(=O)Oc2cccc(-c3cnc4ccccc4n3)c2)c1	3.3	53.5	2.9	-0.5	41.0	5.0	0.1	5.3	-29.4	-41.0
O=C1c2ccccc2CCC12N=NCC2c1ccc(Br)cc1 (stereo not drawn)	-0.4	x	1.7	0.4	-14.1	-1.1	-3.7	2.4	5.0	14.1
CC(C)Cc1nnc(NC(=O)CCC(=O)N2CCN(c3ccccn3)CC2)s1	2.2	x	3.1	-0.2	-1.4	5.6	-5.0	x	-3.0	1.4
CC1CCCCC1NC(=O)CCNS(=O)(=O)c1cc(Br)cnc1N (stereo not drawn)	-1.4	-9.5	4.3	-4.0	-0.9	3.9	0.1	-0.9	-4.3	0.9
Cc1cccn2c(=O)c(C=O)c(N3CCCCCC3)nc12	-0.6	11.3	x	-0.7	-5.5	-1.3	x	-4.3	-1.3	5.5
CC(=C/c1ccccc1)/C=N/NC(=O)c1nnn(-c2nonc2N)c1CN1CCC(C)CC1	-0.6	-2.8	1.8	-0.3	-0.2	1.0	-6.1	-0.8	-4.2	0.2
COc1ccc(/C(N)=N/OC(=O)CCCc2ccccc2)cc1	-0.9	5.0	2.0	-2.7	2.2	3.7	-1.4	5.3	-0.3	-2.2
C=C1CCN([C@@H](CC(C)C)C(=O)N2CCOCC2)S(=O)(=O)c2ccccc21	-1.9	-8.3	2.8	-6.3	-1.9	1.6	1.6	1.2	-3.4	1.9
CC(=O)N1CCC(O)(c2ccc3c(c2)OCO3)CC1	0.2	x	2.4	-1.0	-24.0	-0.5	-2.9	-0.2	5.9	24.0
CCOC(=O)c1c(C)[nH]c(C)c1C(=O)CN1C(=O)NC2(CCCCCC2)C1=O	1.9	x	0.6	-0.4	-13.6	0.6	35.1*	-3.3	0.0	13.6
CCCCn1c(N)c(N(CC(C)C)C(=O)c2cccc(S(=O)(=O)N3CCN(C)CC3)c2)c(=O)[nH]c1=O	1.6	-7.9	3.5	0.7	-22.1	1.8	-4.0	1.0	12.8	22.1
CC(C)S(=O)(=O)c1csc(NC(=O)Nc2ccc(Cl)cc2)c1Cl	5.6	30.1	3.9	-2.7	54.4	6.9	-7.6	-5.2	5.4	-54.3
COc1ccc(/C(O)=C2/C(=O)C(=O)N(CCN3CCOCC3)C2c2cccnc2)cc1OC (stereo not drawn)	-0.8	-15.3	3.1	x	-20.8	1.2	-1.9	-2.7	13.4	20.8
CCN(c1ccccc1)S(=O)(=O)c1ccc(C(=O)NCCCn2ccnc2)cc1	-2.8	11.4	2.3	0.1	-4.4	0.3	-1.7	-1.0	-0.9	4.4
COc1cc(C)ccc1OCc1cc(C(=O)NCCN2CCOCC2)no1	0.8	107.0*	1.9	-0.3	7.1	2.8	-5.1	26.0	-0.3	-7.1
Cc1nc2c(ncn2-c2ccccc2)c(=O)n1NC(=O)CN1CCCC1	-1.0	-4.5	0.9	-0.3	1.4	3.1	-8.1	-2.4	-6.3	-1.4
COc1ccccc1NCCC(=O)OCC(=O)NC1CCCC(C)C1C (stereo not drawn)	1.6	13.8	2.1	-2.8	-33.9	3.7	-4.5	-1.8	0.4	33.9
CCCCNC(=O)c1ccccc1NC(=O)CCC	1.4	6.8	1.7	-1.6	-8.5	1.2	0.1	-0.6	-0.1	8.5
CC(C)c1nc(-c2ccc([N+](=O)[O-])cc2)cs1	-0.7	67.6	2.4	-1.1	15.5	3.2	-1.2	x	-4.7	-15.5
CC(C)CCn1c(N2CCC(C(N)=O)CC2)nc2c1c(=O)[nH]c(=O)n2C	-2.5	15.2	1.4	x	1.1	0.3	41.8*	x	1.0	-1.1
C=CCOC(=O)/C=C/C(=O)NC(N)=O	3.4	-4.4	1.8	-0.4	-16.2	0.7	-1.8	-3.5	-7.4	16.2
COc1ccc(-c2c(C#Cc3ccsc3)c3cc(-c4cccc5[nH]ccc45)ccc3n2C)cc1	-2.0	-5.1	1.0	-1.4	21.2	-0.2	-1.4	-7.8	2.2	-27.1
Cc1ccc(NC(=O)c2ccccc2)cc1	-1.4	x	1.5	x	7.6	1.6	-4.5	x	-5.1	-7.6
Cc1cccc(NC(=O)CSc2nnc(C)c(=O)n2N)c1C	1.2	7.4	1.7	-0.5	16.1	1.4	-3.6	-0.7	-8.2	-16.1
CN(c1ccc(F)cc1)S(=O)(=O)c1ccc(Cl)c(C(=O)NCC(c2ccco2)N2CCCCC2)c1 (stereo not drawn)	x	-24.6	3.7	-1.4	9.2	x	-2.4	-4.2	2.4	-9.2
COc1ccc(S(=O)(=O)N2CCCCCC2)cc1C(=O)Nc1cccc(C)n1	1.3	-5.4	-1.3	-3.6	9.8	1.4	-1.7	-1.4	-8.2	-9.8
COc1ccc(NC(=O)CSc2nc3[nH]c(=O)cc(O)c3s2)c(OC)c1	0.0	2.6	2.1	-1.5	-14.3	2.6	-1.4	0.2	8.7	14.3
Cc1ccc(COC(=O)NCc2cccnc2)cc1	0.3	-10.7	-1.0	x	-4.9	1.2	-3.7	2.4	9.3	4.9
O=C(NCC(c1cccs1)N1CCOCC1)c1ccc(Cl)s1 (stereo not drawn)	1.6	-11.5	0.1	-2.3	8.0	-0.8	-0.9	-10.2	2.3	-8.0
COc1ccc(C(=O)NCCC2=CCCCC2)cc1OC	-1.1	x	4.1	-0.2	8.0	1.1	x	x	-6.2	-8.0
CC(=O)c1cccc(N(CC(=O)N2CCCCC2)S(C)(=O)=O)c1	0.1	9.5	0.0	-2.5	-4.9	1.4	x	x	2.6	4.9
Nc1nc(CSC(=S)N2CCOCC2)nc(Nc2ccccc2)n1	1.2	118.4*	1.0	-3.3	11.7	2.5	4.1	45.0*	-6.2	-11.7
O=C1Nc2cc(Cl)cnc2N2CCCC12 (stereo not drawn)	-1.4	x	2.4	0.1	-0.8	1.6	x	-1.0	7.3	1.8
COc1ccc(S(=O)(=O)N2CCOCC2)cc1NC(=O)CSc1ncccn1	0.5	11.8	2.8	0.6	61.0	0.5	0.0	-3.3	-8.5	-61.0
CN(C(=O)Cn1nnc(-c2ccccc2)n1)C1CCS(=O)(=O)C1 (stereo not drawn)	0.6	-3.3	-0.4	-1.1	-3.9	0.7	-2.0	-2.6	-0.1	3.9
O=C1C=C(c2ccc(F)cc2OCc2ccccc2)C[C@@H](c2ccc(Cl)cc2)C1	0.4	3.0	1.3	-1.5	-12.7	1.8	-4.3	-8.2	-3.9	12.7
CCc1ccc(OCC(=O)NNC(=O)c2ccc(NC(=O)C3CC3)cc2)cc1	1.8	14.5	x	-4.0	11.4	3.2	0.9	x	-11.7	-11.4
OCCOCCn1c(-c2ccccc2)nc(=S)c2c1CCCC2	0.7	x	2.9	-0.9	-19.0	1.2	0.1	-3.1	-7.1	19.0
CS/C(=C/[N+](=O)[O-])Nc1cccc2c1C(C)CC2(C)C (stereo not drawn)	-2.2	-15.0	1.0	-2.0	2.8	0.8	0.9	-4.3	1.4	-2.8
O=C(CCNS(=O)(=O)c1ccccc1F)OCc1ccccc1Cl	0.6	4.5	3.3	-0.9	2.8	-2.2	-2.8	-7.4	-1.5	-2.8
Other entries follow.
SMILES	E coli growth	MITF TRPM1 HTS	phage Ecoli inh	CAL PDZ FP-1	SR-BI HDL uptake	AddAB inh	CAL PDZ FP-2	Wnt bcat act	Tat export inh	SR-BI uptake up
COC(=O)c1ccc(C(c2c(N)n(Cc3ccccc3)c(=O)n(C)c2=O)N2CCOCC2)cc1 (stereo not drawn)	1.4	3.5	3.6	-0.8	16.0	2.4	0.3	7.8	-3.7	-16.0
C/C(=N\N=C(c1ccccc1)c1ccccc1)c1ccco1	-0.2	1.3	x	-0.7	-24.0	0.8	1.5	x	6.9	24.0
CS(=O)(=O)NCCCc1ccccc1	-0.5	7.6	3.0	-1.4	-29.2	-2.9	-1.0	x	-1.3	29.2
CC(C)c1ccc(Nc2nnns2)cc1	0.2	-1.2	1.2	-0.1	-9.9	0.0	5.1	-0.8	0.2	9.9
COc1ccc(CNc2cccnc2)c(OC)c1OC	x	x	2.3	-0.7	-2.5	x	7.0	0.1	-0.7	2.5
Cc1ccc(CNC(=O)CCc2ccccc2)cc1	-0.4	-0.2	2.8	-2.2	5.0	-0.1	-3.4	6.0	-4.0	-5.0
N#Cc1c(N)nc2c(c1N)CC(COc1ccccc1)O2 (stereo not drawn)	-1.2	u	0.5	-0.2	-12.4	2.0	-3.7	x	1.4	12.4
COC(=O)CSc1nnc(CNC(=O)c2ccccc2F)n1-c1ccc(F)cc1	-0.2	-3.7	2.1	-1.5	-17.5	1.1	-3.5	0.9	0.2	17.5
Cc1cccc2c1N(CCCOc1ccc(C(C)(C)C)cc1)C(=O)C2=O	1.1	x	x	-0.9	-5.9	2.3	-1.2	x	-3.0	5.9

Bioassay records (PubChem)
